ERAP1 HTS inh: ERAP1 (human) enzyme inhibition; Q9NZ08; recombinant ERAP1, Leu-AMC fluorescence, 60 min; inhibition, % at 10.7 µM; 340,000 tested, 0.15% active;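 active = mean replicate inhibition of at least 30%, or all replicates individually reaching that 30% level; inactive = mean below 30% and not every replicate reaching it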;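 also: 0% = neutral control wells and 100% = L-leucinethiol positive control wells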
Target sequence (Q9NZ08 whole entry, looked up): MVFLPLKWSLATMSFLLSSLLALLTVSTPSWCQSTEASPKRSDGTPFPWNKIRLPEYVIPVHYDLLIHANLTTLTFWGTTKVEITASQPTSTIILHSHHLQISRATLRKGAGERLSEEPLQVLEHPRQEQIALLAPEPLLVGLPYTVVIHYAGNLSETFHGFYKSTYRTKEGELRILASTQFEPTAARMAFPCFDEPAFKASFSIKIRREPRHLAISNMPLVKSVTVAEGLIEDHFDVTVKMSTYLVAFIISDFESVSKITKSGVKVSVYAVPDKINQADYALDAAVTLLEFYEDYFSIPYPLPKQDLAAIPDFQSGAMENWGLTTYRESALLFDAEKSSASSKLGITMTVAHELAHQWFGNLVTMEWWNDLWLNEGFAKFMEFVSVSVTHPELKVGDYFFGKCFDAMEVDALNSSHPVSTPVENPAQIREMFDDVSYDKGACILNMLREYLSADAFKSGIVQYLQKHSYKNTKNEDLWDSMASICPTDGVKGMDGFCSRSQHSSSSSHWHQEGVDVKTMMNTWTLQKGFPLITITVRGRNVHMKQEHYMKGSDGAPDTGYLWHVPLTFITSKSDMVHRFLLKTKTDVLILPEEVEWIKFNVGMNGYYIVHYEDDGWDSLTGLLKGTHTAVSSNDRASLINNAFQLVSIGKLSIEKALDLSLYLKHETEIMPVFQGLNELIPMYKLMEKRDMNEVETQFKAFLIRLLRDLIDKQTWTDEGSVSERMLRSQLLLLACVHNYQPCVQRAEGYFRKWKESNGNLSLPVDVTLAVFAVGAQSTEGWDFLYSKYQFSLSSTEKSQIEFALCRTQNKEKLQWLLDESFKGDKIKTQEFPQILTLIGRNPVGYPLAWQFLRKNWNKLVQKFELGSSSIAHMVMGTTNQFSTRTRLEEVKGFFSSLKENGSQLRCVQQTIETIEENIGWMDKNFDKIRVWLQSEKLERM
PAX8 reporter: PAX8 transcriptional activity inhibition; RMG-I TPO-luciferase reporter, SteadyGlo, 24 h; inhibition, % at 12.6 µM; 360,000 tested, 1.2% active;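 active = mean replicate inhibition at least 60% with every replicate also reaching 60%; inconclusive = only one of the two criteria is met; inactive = mean below 60% and not all replicates reaching 60%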;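 also: luciferase light reporting Pax8 driven TPO promoter activity; plate controls were median of neutral control wells for no effect and mitoxantrone controls for full effect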
LGR2 inh: Drosophila LGR2 receptor signaling inhibition | HEK293 LGR2, CRE-luciferase, bursicon-stimulated, 4 h | inhibition, % at 9.99 µM | 380,000 tested, 0.35% active | AID 720647;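 active = drop in luminescence signal, shown as inhibition above about 50% in the replicate tests, limit read from the data, passing the limit was not always enough; inconclusive = probably only some replicates passing the limit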;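 also: agonist challenge used bursicon conditioned medium at about half maximal strength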
PGC1a acetyl inh: lowers PGC1a acetylation signal in U2OS cells | inhibition, % at 15.6 µM | AlphaScreen anti-acetyl-lysine; with virally co-expressed GCN5 acetyltransferase | 350,000 tested, 0.17% active;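 active = every replicate shows inhibition of at least 40%; inconclusive = mean inhibition at least 40% but some replicate below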;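 also: 0% = neutral control wells and 100% = positive control wells; some results beyond the cut were filed as inactive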
PglD inh: PglD (C. jejuni) enzyme inhibition. purified PglD enzyme, DTNB colorimetric CoA detection. inhibition, % at 12.5 µM. 360,000 tested, 0.098% active. AID 602405; in the data active = inhibition above about 16%, passing the limit was not always enough; inconclusive = no clear call, values can overlap the other calls; also: strong numbers were not always called active
EWS-Fli block: EWS/Fli transcriptional activity inhibition | A673 NR0B1-luciferase reporter, viability-normalised | inhibition, % at 12.6 µM | 350,000 tested, 0.67% active | AID 651661;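 active = mean inhibition of at least 50% after viability correction, with every replicate also passing that limit; inconclusive = mean reaches 50% but only one of two replicates passes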;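 also: firefly luciferase signal divided by Alamar Blue viability fluorescence both relative to DMSO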
S100A4 inh HTS: S100A4-myosin IIA interaction inhibition; P26447; S100A4/TAMRA-MyoIIA peptide fluorescence polarization; inhibition, % at 10.7 µM; 360,000 tested, 0.14% active;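 active = mean inhibition of at least 70% across replicates, with every replicate also reaching that level; inconclusive = mean inhibition reaches 70% but some replicates fall short; inactive = mean inhibition below 70%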
Target sequence (P26447 whole entry, looked up): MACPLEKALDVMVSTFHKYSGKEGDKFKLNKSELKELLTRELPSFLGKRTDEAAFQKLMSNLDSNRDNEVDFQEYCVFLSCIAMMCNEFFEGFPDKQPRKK
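Test system: S100A4 monomer protein. Medium: HEPES buffer with Ca2+, pH 7.2. Reagent: fluorescent myosin IIA peptide, 5 nM. Compound dosing: single-point compound testing. Timing: 5 min between mix addition and reading. Benchmarks: DMSO neutral and TFP positive wells.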
FN deposition inh: fibronectin deposition inhibition; 350,000 tested, 0.086% active; AID 743247; AH1F fibroblasts, Alexa488-fibronectin deposition fluorescence, overnight; inhibition, % at 12.6 µM;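 active = mean inhibition across replicates of 30% or more, regardless of how many single replicates reach that level; inconclusive = mean under 30% yet at least half of replicates reach 30%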;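 also: positive control wells lacked labelled fibronectin entirely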
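Material: AH1F fibroblasts assembling fluorescent fibronectin matrix; amount: 10000 AH1F cells/well; medium: DMEM, 2% serum; reagent: Alexa488-fibronectin, 24 nM final in well; dosing: single compound dose, delivered by pin transfer; incubation: 1 h adhesion, overnight exposure; detection: fluorescence after three HBSS washes, excitation 485 nm, emission 525 nm; measure: fibronectin deposition inhibition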
An asterisk follows results filed as active; ? = inconclusive; · = no result given; & = joins results of further samples.

Each structure is followed by: ERAP1 HTS inh | PAX8 reporter | LGR2 inh | PGC1a acetyl inh | PglD inh | EWS-Fli block | S100A4 inh HTS | FN deposition inh
[1] C[C@@H]1CN([C@@H](C)CO)S(=O)(=O)c2ccc(-c3ccc(C(=O)N(C)C)cc3)cc2O[C@H]1CN(C)C
→ 0 | · | -1 | -7 | -1 | 5 | 15 | 1
[2] CCNC(=O)C1Cc2cc(S(=O)(=O)N3CCCC3)ccc2N1C(C)=O (stereo unspecified)
→ 1 | 11 | -28 | -1 | 2 | -4 | -3 | 8
[3] O=C(CC1SC(N2CCCCC2)=NC1=O)Nc1cccc(C(F)(F)F)c1 (stereo unspecified)
→ · | 21 | · | 6 | -6 | · | · | -1
[4] CN(c1ccc(OCC(=O)Nc2ccccc2C(=O)O)cc1)S(=O)(=O)c1ccc(Cl)cc1
→ -2 | -7 | 23 | -8 | 1 | -40 | -4 | 3
[5] COc1ccc(-c2[nH]ncc2/C=N/NC(=O)c2ccncc2)c(OC)c1
→ -5 | -1 | -9 | · | -8 | · | -17 | 3
[6] CCOC(=O)N1CCN(c2c(Nc3cc(C)[nH]n3)c(=O)c2=O)CC1
→ -5 | -16 | 10 | 4 | -2 | -7 | -7 | -3
[7] O=C(N/N=C/c1ccc(Br)cc1)c1ccc(F)cc1
→ · | -23 | -10 | · | 2 | · | · | 5
[8] O=C(COC(=O)/C=C/c1ccc(Br)o1)Nc1ccc2[nH]c(=O)[nH]c2c1
→ 3 | -22 | 0 | 7 | -2 | -3 | 2 | ·
[9] CCCCN(C(=O)c1cccc(-c2ccc(OC(C)=O)cc2)c1)c1c(N)n(CCC)c(=O)[nH]c1=O
→ 4 | -16 | -6 | -9 | 0 | 7 | -5 | 2
[10] Cc1cccc(C2=NN(c3ccccc3)[C@@H](C(=O)N3CCOC3=O)[C@@H]2c2ccc(Cl)cc2)c1
→ · | 13 | 15 | · | 1 | -3 | -10 | 7
[11] COc1ccc(NC(=O)Nc2ccc3c(c2)C(=O)N([C@@H](C)CO)C[C@@H](C)[C@H](CN(C)Cc2ccc(Cl)c(Cl)c2)OCCCC[C@H](C)O3)cc1
→ 2 | 52 | 35 | 3 | -1 | 4 | ? | ·
[12] O=C1CCCC(=O)N1c1ccc(NCCOCCO)c([N+](=O)[O-])c1
→ -2 | -6 | 18 | 4 | -5 | -1 | -73 | 16
[13] Cc1ccc(C2=[N+]([O-])C(C)(C)CC2)cc1
→ · | -35 | · | 5 | -2 | · | · | -5
[14] CCOC(=O)C(=O)NNc1ccc(Cl)cc1
→ -1 | 8 | -3 | 5 | · | -1 | 2 | 0
[15] CCOc1ccc(/C=N/NC(=O)Cc2cccs2)cc1
→ -1 | -62 | -64 | 1 | -5 | -62 | -2 | 7
[16] CCN1C(=O)N[C@@H](c2cccc(C(F)(F)F)c2)C(C(C)=O)=C1C
→ 4 | -5 | 8 | -5 | 3 | -5 | 3 | 3
[17] C[C@@H]1CN([C@@H](C)CO)C(=O)Cc2cc(NS(=O)(=O)c3ccccc3)ccc2O[C@@H]1CN(C)C(=O)Nc1ccc(F)cc1
→ 0 | -9 | 11 | 1 | 4 | -1 | -16 | -2
[18] Cc1nc(CSc2ccc(Br)cc2)cs1
→ 3 | -81 | -43 | · | 5 | -89 | -11 | 4
[19] COC(=O)c1ccc(CN2CCC(Oc3cccc(C(=O)N4CCCC4)c3)CC2)cc1
→ -3 | · | 26 | · | -5 | -3 | -3 | -7
[20] O=[N+]([O-])c1cccc(-c2ccc3nnc(SCc4ccccn4)n3n2)c1
→ -2 | 4 | -8 | 5 | · | -13 | 1 | 3
[21] C[C@@H]1CCCCO[C@@H](CN(C)S(C)(=O)=O)[C@H](C)CN([C@@H](C)CO)C(=O)c2cc(N(C)C)ccc2O1
→ 3 | -15 | 14 | -7 | -3 | -5 | 3 | ·
[22] Cc1ccc(C)c(NC(=O)COc2cccc3c2CCN(Cc2ccccc2)C3=O)c1
→ -2 | 5 | 0 | 7 | 7 | -9 | -1 | -16
[23] COc1cc2c(cc1NC(=O)COC(=O)[C@@H](NC(=O)c1ccccc1F)C(C)C)oc1ccccc12
→ -4 | -16 | 5 | · | · | -9 | -4 | 4
[24] O=C1NC(=O)C2C1C(c1ccc([N+](=O)[O-])cc1)=NN2Cc1ccccc1 (stereo unspecified)
→ 2 | -11 | -30 | -6 | 2 | -14 | -6 | ·
[25] CCc1nnc(NS(=O)(=O)c2ccc(NC(=O)c3ccccc3)cc2)s1
→ · | -12 | -2 | -8 | -1 | 3 | -2 | 5
[26] Cn1cccc1C(=O)OCC(=O)N1CCc2ccccc2C1
→ 2 | -217 | -37 | -4 | 0 | -89 | -2 | 5
[27] O=C(CSc1ncnc2sc3c(c12)CCCC3)N1CCC(c2noc3ccc(F)cc23)CC1
→ 0 | · | 4 | 3 | 3 | 5 | 1 | ·
[28] O=S(=O)(CCN1CCCC1)NCCNS(=O)(=O)c1ccc(F)cc1Br
→ 8 | -33 | 13 | 5 | -3 | -39 | 0 | ·
[29] COCC1CCCN(Cc2nc(Cc3ccccc3)no2)C1 (stereo unspecified)
→ 2 | 0 | -1 | 2 | · | -4 | 8 | ·
[30] O=C(c1ccccc1S(=O)(=O)NCc1ccccc1)N1CCCCC1
→ · | 18 | -2 | -6 | 1 | -3 | -7 | -5

(next part)
Each structure is followed by: ERAP1 HTS inh | PAX8 reporter | LGR2 inh | PGC1a acetyl inh | PglD inh | EWS-Fli block | S100A4 inh HTS | FN deposition inh
[31] COc1ccc([N+](=O)[O-])cc1C(=O)C(=O)c1ccccc1
→ -3 | 9 | 7 | 0 | 6 | 22 | 19 | 12
[32] C=CCOC(=O)C(=O)/C=C/c1c(C)n(C)n(-c2ccccc2)c1=O
→ 0 | 7 | 14 | · | 0 | 3 | -3 | 0
[33] Fc1ccc(NC(=S)N2CCCN(c3ccc(C(F)(F)F)cn3)CC2)c(F)c1
→ · | 24 | 23 | -1 | -4 | 2 | -3 | -10
[34] C[C@@H]1CN([C@@H](C)CO)C(=O)c2cc(Br)cnc2O[C@@H]1CN(C)Cc1ccccn1
→ 1&-1 | -2 | 9&16 | 0&1 | 26&5 | -4&-5&2 | -8&-6&9 | -5
[35] O=C(Nc1cccc(C(=O)N2CCCCC2)c1)C1CCCC1
→ -1 | -7 | -14 | -8 | 8 | -1 | -1 | 5
[36] c1ccc(CNc2nc(NCc3ccccc3)c3sccc3n2)cc1
→ -2 | 38 | -9 | · | -4 | 18 | -4 | 3
[37] CC(C)(C)c1ccc(-n2ncc3c2CCCC3NC(=O)CCCn2cncn2)cc1 (stereo unspecified)
→ -2 | 10 | 8 | -3 | -2 | · | -1 | 11
[38] CC(=O)c1cccc(NC(=O)COC(=O)CCNS(=O)(=O)c2ccccc2)c1
→ -3 | · | 4 | · | 0 | -6 | -4 | -2
[39] COCC#Cc1cnc2c(c1)C(=O)N([C@H](C)CO)C[C@H](C)[C@@H](CN(C)C)O2
→ 0 | · | 12 | 9 | -1 | 3 | 6 | 0
[40] O=C(Nc1ccc2ccccc2c1)c1cccc(F)c1
→ 4 | -97 | -55 | 0 | 4 | -81 | -1 | 5
[41] O=C(NCCOC(=O)c1ccccc1C(=O)OCCNC(=O)c1cccnc1)c1cccnc1
→ · | 10 | · | 1 | 5 | · | · | 6
[42] CCC(=O)Nc1ccc2c(c1)OC[C@@H](C)N(Cc1cc(-c3ccccc3)on1)C[C@@H](C)[C@H](OC)CN(C)C2=O
→ 2 | 17 | 3 | -7 | -1 | 8 | -3 | 8
[43] COc1cccc(-c2ccc([C@H]3[C@H]4CN(CC5CCOCC5)CCCCN4[C@H]3CO)cc2)c1
→ -1 | -43 | · | -4 | -2 | -4 | -7 | ·
[44] Cc1ccc(-c2ccc([C@H]3[C@@H](CO)N4CCCCN(C(=O)Nc5cccc(F)c5)C[C@@H]34)cc2)cc1
→ · | 11 | 5 | 9 | 2 | 20 | · | ·
[45] COC(=O)C[C@H]1C[C@@H]2c3cc(NS(=O)(=O)c4ccccc4)ccc3O[C@@H]2[C@@H](CO)O1
→ · | -23 | 2 | -1 | 5 | 8 | · | -21
[46] O=C(NCc1ccc2c(c1)OCO2)NC1CCCCC1
→ -2 | -25 | -6 | -17 | · | -47 | 1 | 1
[47] N#CC1=C(N)Nc2ncnn2C1c1ccc([N+](=O)[O-])cc1 (stereo unspecified)
→ 3 | 8 | -14 | -6 | · | 16 | 4 | 0
[48] O=C(NCC1CCCO1)C1CCCN(S(=O)(=O)c2ccc(Br)cc2)C1 (stereo unspecified)
→ -5 | 9 | 15 | -8 | -9 | · | -1 | -2
[49] COc1ccc(NS(=O)(=O)c2ccc(-c3coc(C)n3)cc2)cc1OC
→ 0 | 15 | 12 | · | -1 | · | -3 | 9
[50] CCC(=O)Nc1ccc(N2CCN(C(=O)c3ccco3)CC2)c(Cl)c1
→ 3 | 28 | -1 | · | -2 | 2 | -10 | 2
[51] CCOc1ccccc1CN1CCC(N2CCOCC2)CC1
→ 3 | 15 | -13 | · | 8 | -1 | -5 | -2
[52] Cc1ccc(OCC(=O)Nc2nnc(-c3ccco3)s2)cc1
→ · | 0 | 8 | 4 | -1 | 2 | 8 | 7
[53] C[C@@H]1CN([C@H](C)CO)C(=O)CCCn2nncc2CO[C@@H]1CN(C)C(=O)Nc1ccc2c(c1)OCO2
→ -3&-4 | -16&51 | -27&-8 | 9&11 | 1&7 | 3&-5 | -13&8 | 7&-8
[54] CCC(=O)NC[C@@H]1[C@H](c2ccccc2)[C@@H](CO)N1C(=O)C1CC1
→ 1 | -3 | -18 | -2 | 2 | -7 | 2 | -12
[55] CCN(CC)c1ccc(/C=N/N2CCN(c3ccccn3)CC2)cc1
→ 2 | -7 | -13 | 1 | · | 0 | -8 | 2
[56] NS(=O)(=O)c1ccc(CCNC(=O)C(=O)NCC2OCCN2S(=O)(=O)c2ccc(Cl)cc2)cc1 (stereo unspecified)
→ 1 | 20 | -8 | -12 | -3 | -4 | -2 | -1
[57] O=C1CCCCC1Sc1nnc(-c2ccc3c(c2)OCO3)o1 (stereo unspecified)
→ -1 | 22 | · | 4 | · | 30 | 1 | -10
[58] CC(C)(C)c1ccc(C(=O)NNC(=O)c2ccccc2Br)cc1
→ · | · | -30 | 5 | 1 | · | · | 0
[59] COc1ccc(-c2nnc(SCC(C)C)o2)cc1
→ -1 | -167 | -10 | 5 | -2 | -23 | 13 | -4
[60] Cc1cc(=O)oc2cc(OCc3ccc(C(=O)N4CCN(c5ccc([N+](=O)[O-])cc5)CC4)cc3)ccc12
→ -1 | 11 | -4 | 2 | · | 20 | -5 | -12

(cont.)
Each structure is followed by: ERAP1 HTS inh | PAX8 reporter | LGR2 inh | PGC1a acetyl inh | PglD inh | EWS-Fli block | S100A4 inh HTS | FN deposition inh
[61] CN(C)CCCOC(=O)N1c2ccccc2C=Cc2ccccc21
→ -2 | 6 | -2 | -7 | -2 | 7 | 0 | 5
[62] COc1ccccc1Oc1ccc(N/C=C/C(=O)c2ccco2)cc1
→ -1 | -160 | -111 | -5 | 2 | -104 | -3 | -6
[63] O=C(CN1C(=O)COc2ccccc21)Nc1ccc(F)cc1
→ 2 | -33 | -49 | -3 | -1 | -46 | -4 | -4
[64] COc1ccccc1C(=O)NCCC(=O)NCCC12CC3CC(CC(C3)C1)C2
→ -1 | 10 | -3 | -7 | -3 | 4 | 1 | 9
[65] CCc1nc2ccc(C(=O)Nc3cccc(NS(C)(=O)=O)c3)cn2c1N(C)C(=O)c1cccc(OC)c1
→ 2 | -6 | 3 | -3 | 0 | 0 | -5 | -16

Screens as filed in PubChem.
